Mito fusion yeast = blocks mitochondrial division or promotes mitochondrial fusion. S. cerevisiae fusion-defective mutant growth rescue, CellTiterGlo 48 h. Potency, µM (series often up to 46.1 µM), for inactives: at the highest dose growth rescue (activation), hits mostly activators. 320,000 compounds, 0.23% hits. AID 485298;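 also: potency is read from the fitted curve at half-maximal effect; % of control where 0% means no effect; nearly all actives have a fitted effect of over 45% in size; temperature-sensitive fusion mutants such as fzo1-1 at 37 °C on non-fermentable ethanol glycerol medium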
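Yeast fusion mutant, YPEG (non-fermentable carbon), compound, 48 h at 37C non-permissive; CellTiterGlo added, 10 min RT, luminescence read. Rescued growth = division inhibition.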
TSHR antag = antagonists of human thyroid stimulating hormone receptor; P16473; TSHR-expressing cells, TSH-stimulated cAMP HTRF, 2 h; hits give low values; activity change, negative = inhibition, % at 11.5 µM; 330,000 compounds, 0.2% hits; AID 504810;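 active = activity change below a set negative limit, meaning inhibition stronger than a set level, cut at about -70% in these data; inconclusive = activity change between two set negative limits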; also: % is scaled to controls: 0 for no effect and ±100 for the full control effect
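Cell-based HTRF cAMP assay; TSHR cells + compound, TSH EC80 (4nM final), 2 h, 37 deg C. Lysis with anti-cAMP cryptate and cAMP-d2, 30 min RT, read 665/620 nm.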
Tb PFK block = blocks T. brucei phosphofructokinase | O15648 | 330,000 compounds, 0.17% hits | T. brucei PFK, ADP-Glo luminescence | Potency, µM (titrated, usually from 57.5 µM), without a hit: top-dose activity, negative = inhibition, hits mostly inhibitors;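 also: potency is read from the fitted curve at half-maximal effect; 0% = uninhibited 1x PFK enzyme wells and -100% = no-enzyme wells; nearly all actives have a fitted effect of over 60% in size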
Target sequence (O15648 whole entry, looked up): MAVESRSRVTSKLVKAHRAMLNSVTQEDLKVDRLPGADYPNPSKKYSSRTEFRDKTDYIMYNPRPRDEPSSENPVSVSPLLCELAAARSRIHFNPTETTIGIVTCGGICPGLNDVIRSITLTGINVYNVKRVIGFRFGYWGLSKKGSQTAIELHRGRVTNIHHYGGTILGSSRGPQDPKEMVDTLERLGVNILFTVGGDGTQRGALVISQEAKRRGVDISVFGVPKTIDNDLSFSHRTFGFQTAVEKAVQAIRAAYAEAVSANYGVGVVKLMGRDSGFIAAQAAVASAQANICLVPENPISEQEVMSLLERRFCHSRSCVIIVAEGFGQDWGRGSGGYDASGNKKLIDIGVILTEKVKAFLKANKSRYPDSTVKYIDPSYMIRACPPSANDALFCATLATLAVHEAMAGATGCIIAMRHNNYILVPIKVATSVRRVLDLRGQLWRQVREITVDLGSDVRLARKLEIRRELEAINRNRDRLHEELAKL
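PFK 1.25 nM, F6P 0.5 mM, ATP 0.1 mM, 0.1 M TEA pH 8.0, 5 mM MgCl2, 0.01% Tween20, 0.1% BSA; 45 min RT. ADP-Glo readout. qHTS titration up to 57 uM; curves fitted, compounds curve-classed.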
Chronic BCR inh = chronic active BCR signaling inhibition. ABC-DLBCL IkBa-CBG/CBR reporter, luminescence ratio, 4 h. Potency, µM (doses to about 46.1 µM), for the others: top-dose ratio change, negative = lower green/red ratio, hits mostly inhibitors. 340,000 compounds, 0.05% hits. AID 493014; active = well fitted inhibition curve with a large enough effect in the signal ratio, with a control signal flat, not every such curve was filed as active; inconclusive = small, poorly fitted or top-dose-only effect, or effect the other way, or a change in a side signal; the % refers to the signal ratio;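 also: potency is read from the fitted curve at half-maximal effect; plate controls were basal doxycycline-induced cells for no effect and cells given 10 µM MG132 for full effect; MG132 reads +100%, hits lower the ratio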
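Compounds up to 46 uM were incubated four hours with TMD8 cells whose green CBG68 luciferase is fused to IkappaBalpha; red CBR luminescence normalised the signal, and concentration-effect curves were fitted to fusion, red and ratio data.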
ELG1 DNA repair = blocks ELG1-dependent DNA repair in HEK293T cells. HEK293T ELG1-luciferase reporter, luminescence, 16 h; DNA damage induced by 5-fluorouridine. 330,000 compounds, 2.3% hits. AID 504467. Potency, µM (top dose mostly 46.1 µM), for the others: at the top dose activity change, negative = inhibition, most hits filed as inhibitors; also: potency is read from the fitted curve at half-maximal effect; % is scaled to controls: 0 for no effect and ±100 for the full control effect; nearly all actives have a fitted effect of over 55% in size
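Quantitative HTS, concentration-response format. 2,000 cells/well co-treated with 5-fluorouridine and compound, 16 hr in 5% CO2 at 37 °C; ONE-Glo luminescence read after 30 min.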
uPA generation = cell surface uPA generation inhibition; Potency, µM (top dose mostly 38.3 µM), for the others: top-dose activity change, negative = inhibition, usual class: inhibitors; AID 540303; cell surface uPA generation assay, qHTS; 330,000 compounds, 0.31% hits; active = well fitted inhibition curve with a large enough effect; inconclusive = small, poorly fitted or top-dose-only effect; inactive = no such curve, though single readings can be large or run the other way; tested in mouse RAW 264.7 cells; also: potency is read from the fitted curve at half-maximal effect; % is scaled to controls: 0 for no effect and ±100 for the full control effect; nearly all actives have a fitted effect of over 55% in size
B2AR arrestin = beta2AR (human) beta-arrestin recruitment activity; P07550; beta-arrestin recruitment to beta2AR, cell-based reporter; Potency, µM (highest dose often 46.1 µM), without a hit: at the top dose activation, usual class: activators; 330,000 compounds, 0.02% hits; AID 492947;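 also: potency is read from the fitted curve at half-maximal effect; 0% = DMSO controls and full agonism = EC100 isoproterenol or metaproterenol; nearly all actives have a fitted effect of over 65% in size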
Target sequence (P07550 whole entry, looked up): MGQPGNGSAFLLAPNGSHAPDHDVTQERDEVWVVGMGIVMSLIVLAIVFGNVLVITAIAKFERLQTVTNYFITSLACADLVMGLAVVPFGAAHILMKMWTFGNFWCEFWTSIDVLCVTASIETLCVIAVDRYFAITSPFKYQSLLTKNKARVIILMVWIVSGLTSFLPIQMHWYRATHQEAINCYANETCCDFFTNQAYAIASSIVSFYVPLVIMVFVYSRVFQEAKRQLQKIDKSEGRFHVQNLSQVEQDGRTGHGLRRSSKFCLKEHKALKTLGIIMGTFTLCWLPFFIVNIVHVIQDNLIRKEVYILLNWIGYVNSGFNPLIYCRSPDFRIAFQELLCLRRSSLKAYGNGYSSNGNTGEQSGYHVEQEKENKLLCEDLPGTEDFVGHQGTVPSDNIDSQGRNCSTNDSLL
TSG101-PTAP inh = blocks PTAP/TSG101 interaction to inhibit HIV-1 budding. 340,000 tested, under 10 active. Fluorescence polarization, FITC-PTAP peptide / Tsg101 binding. Potency, µM (doses to about 115 µM), without a hit: top-dose activity change, negative = inhibition, hits mostly inhibitors. AID 493005; active = well fitted inhibition curve with a large enough effect in the main read-out, with a control signal flat, not every such curve was filed as active; inconclusive = small, poorly fitted or top-dose-only effect, or effect the other way, or a change in a side signal; inactive = no such curve, though single readings can be large or run the other way; also: potency is read from the fitted curve at half-maximal effect; % of control where 0% means no effect
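Steps: Tsg101 binding domain dispensed (10 uM final), compounds pinned in DMSO, FITC-labeled PTAP-motif peptide added (50 nM final); after 20 min binding at room temperature, polarization measured.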
Eya2 inh = blocks the phosphatase activity of human Eya2; AID 488837; Potency, µM (top dose mostly 76.9 µM), without a hit: at the top dose activity, negative = inhibition, hits mostly inhibitors; recombinant Eya2, OMFP fluorescence dephosphorylation (OMFP is methylfluorescein phosphate); O00167; 330,000 compounds, 0.006% hits; also: potency is read from the fitted curve at half-maximal effect; % is scaled to controls: 0 for no effect and ±100 for the full control effect
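Eya2 (0.2 uM) preincubated 10 min at ambient with compound, then OMFP substrate added at 50 uM; 10 min reaction in 50 mM HEPES pH 7.5, 50 mM NaCl, 5 uM MgCl2, 0.05% BSA, 1 mM DTT. Fluorescence read at Ex 485/Em 525 nm.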
USP2a block = blocks human ubiquitin-specific protease USP2a. USP2 core, Ub-CHOP2 coupled fluorogenic reporter, 485/531. O75604. Potency, µM (doses to about 38.3 µM), inactives show top-dose activity change, negative = inhibition, usual class: inhibitors. 330,000 compounds, 0.01% hits. AID 463254;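 also: potency is read from the fitted curve at half-maximal effect; plate controls were DMSO wells for no effect and full inhibition by NEM control for full effect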
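USP2 core (10nM final) preincubated 30min RT with compound in 20mM Tris-HCl pH 8.0, 2mM CaCl2, 2mM beta-mercaptoethanol, 0.05% CHAPS; 25nM Ub-CHOP2 plus 25nM reporter substrate added, fluorescence (Ex485/Em531) read after 60min.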
TCR act = activators of T cell receptors; primary human leukocytes, anti-CD3, IL-2 HTRF, 48 h; Potency, µM (series often up to 9.22 µM), for the others: top-dose activation of IL-2 secretion, most hits filed as activators; 330,000 tested, under 10 active; also: % of control where 0% means no effect
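Human primary leukocytes + a-CD3 beads + cpd, 48 hr; IL-2 in supernatant by HTRF (ex 320nm / em 665nm). No co-stimulatory signal supplied.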
Starred values were filed as active, the others as inactive; [ ] = another dose, or the depositor's remark. Unless noted, calls follow the shape of the dose curve; as a rule, active = well fitted curve in the direction sought with a large enough effect; inconclusive = small, poorly fitted or top-dose-only effect, or another doubt; inactive = no such curve, though single readings can be large; an effect the other way counts as inactive or inconclusive.

What do the screens show for `CN(Cc1ccccc1)C(=O)COc1cc(=O)n(C)c2ccccc12`?
Mito fusion yeast: 0%; TSHR antag: -11; Tb PFK block: 0%; Chronic BCR inh: inconclusive; ELG1 DNA repair: inconclusive; uPA generation: -1%; B2AR arrestin: 0.4%; TSG101-PTAP inh: -4%; Eya2 inh: 13%; USP2a block: 6%; TCR act: 0%

What do the screens show for `COc1ccc(-c2cc(C(F)(F)F)n3ncc(C(=O)O)c3n2)cc1OC`?
Mito fusion yeast: 2%; TSHR antag: 16; Tb PFK block: 0%; Chronic BCR inh: -2%; ELG1 DNA repair: inconclusive; uPA generation: -1%; B2AR arrestin: -0.3%; TSG101-PTAP inh: 0%; Eya2 inh: 11%; USP2a block: 0%; TCR act: 4%

What do the screens show for `COc1c(C)cc(S(=O)(=O)NC2CC(C)(C)NC(C)(C)C2)c(C)c1C`?
Mito fusion yeast: 1%; TSHR antag: 10; Tb PFK block: 0%; Chronic BCR inh: -15%; ELG1 DNA repair: 0%; uPA generation: -2%; B2AR arrestin: 2.3%; TSG101-PTAP inh: -2%; Eya2 inh: -22%; USP2a block: 2%; TCR act: -8%[46.1 µM]

What do the screens show for `CCC(C)NC(=O)C(=O)NCC1CCCN1CC` (stereo unspecified)?
Mito fusion yeast: -2%; TSHR antag: -2; Tb PFK block: -1%; Chronic BCR inh: -2%; ELG1 DNA repair: 7%; uPA generation: -9%; B2AR arrestin: -0.1%; TSG101-PTAP inh: -1%; Eya2 inh: 2%; USP2a block: -3%; TCR act: 6%

How did NC(=O)c1nsc(C(=O)N(CC(=O)NC2CCCC2)c2cnc3ccccc3c2)c1N do in these assays?
Mito fusion yeast: -1%; TSHR antag: 9; Tb PFK block: -17%; Chronic BCR inh: 1%; ELG1 DNA repair: -23%; B2AR arrestin: 0.3%; Eya2 inh: -8%; USP2a block: 7%

Results for C=CCSc1nnc2nc3[nH]c4c(C)cccc4c3nn12 ?
Mito fusion yeast: 3%; TSHR antag: -4; Tb PFK block: -2%; Chronic BCR inh: -10%; ELG1 DNA repair: inconclusive; uPA generation: 3%; B2AR arrestin: -0.9%; TSG101-PTAP inh: inconclusive; Eya2 inh: 4%; USP2a block: -3%; TCR act: 1%

Results for O=S(=O)(Nc1ccc2cn[nH]c2c1)c1ccccc1 ?
Mito fusion yeast: 0%; TSHR antag: 11; Tb PFK block: 0%; Chronic BCR inh: 7%; ELG1 DNA repair: 11%; uPA generation: 0%; B2AR arrestin: 0.0%; TSG101-PTAP inh: -2%; Eya2 inh: -1%; USP2a block: 4%; TCR act: -2%

What do the screens show for `Cc1ccccc1C(=O)Nc1ccnn1C1CCN(C(=O)C2CCOC2)CC1` (stereo unspecified)?
Mito fusion yeast: 0%; TSHR antag: 0; Tb PFK block: 1%; Chronic BCR inh: -5%; ELG1 DNA repair: -4%; uPA generation: 10%; B2AR arrestin: -1.0%; TSG101-PTAP inh: -1%; Eya2 inh: -3%; USP2a block: 0%; TCR act: -4%

What do the screens show for `COc1cc(OC)cc(C(=O)N/N=C/c2ccc(OC)c(COc3ccc4ccccc4c3)c2)c1`?
Mito fusion yeast: 3%; TSHR antag: 18; Tb PFK block: 3%; Chronic BCR inh: inconclusive; ELG1 DNA repair: inconclusive; uPA generation: -9%; B2AR arrestin: 0.0%; TSG101-PTAP inh: -4%; Eya2 inh: -5%; USP2a block: -1%; TCR act: 2%

What do the screens show for `O=C1NCCCC1C(=O)N/N=C/c1cc([N+](=O)[O-])ccc1O` (stereo unspecified)?
Mito fusion yeast: 7%; TSHR antag: 3; Tb PFK block: -1%; Chronic BCR inh: -1%; ELG1 DNA repair: inconclusive; uPA generation: 0%; B2AR arrestin: -0.1%; TSG101-PTAP inh: -4%; Eya2 inh: -9%; USP2a block: 2%; TCR act: -2%

What do the screens show for `O=C(NCCSc1ccc(Br)cc1)c1ccc2nc[nH]c2c1`?
Mito fusion yeast: 3%; TSHR antag: -1; Tb PFK block: -3%; Chronic BCR inh: 1%; ELG1 DNA repair: inconclusive; uPA generation: 0%; B2AR arrestin: 0.2%; TSG101-PTAP inh: -1%; Eya2 inh: -5%; USP2a block: 1%; TCR act: 4%

What do the screens show for `O=C1CC(N2CCN(Cc3ccc4c(c3)OCO4)CC2)C(=O)N1c1cccc2ccccc12` (stereo unspecified)?
Mito fusion yeast: 10%; TSHR antag: -7; Tb PFK block: 0%; Chronic BCR inh: 9%; ELG1 DNA repair: 1%; uPA generation: -2%; B2AR arrestin: 0.2%; TSG101-PTAP inh: -1%; Eya2 inh: 0%; USP2a block: 3%; TCR act: 0%

Results for O=C(CCNS(=O)(=O)c1ccccc1C(F)(F)F)NNC(=O)C1COc2ccccc2O1 (stereo unspecified) ?
Mito fusion yeast: 2%; TSHR antag: 1; Tb PFK block: -3%; Chronic BCR inh: 0%; ELG1 DNA repair: 7%; uPA generation: 0%; B2AR arrestin: 0.4%; TSG101-PTAP inh: -4%; Eya2 inh: 10%; USP2a block: 0%; TCR act: 3%

How did COc1ccc(-n2cnc3cc([N+](=O)[O-])ccc32)cc1 do in these assays?
Mito fusion yeast: -1%; TSHR antag: 5; Tb PFK block: 11%; Chronic BCR inh: inconclusive; ELG1 DNA repair: -9%; uPA generation: 7%; B2AR arrestin: 0.2%; TSG101-PTAP inh: -4%; Eya2 inh: 6%; USP2a block: -2%; TCR act: 2%

Results for O=C(O)c1ccc(COc2ccccc2/C=C2/NC(=O)N(c3cccc(Cl)c3)C2=O)cc1 ?
Mito fusion yeast: 3%; TSHR antag: -21; Tb PFK block: 1%; Chronic BCR inh: 0%; ELG1 DNA repair: inconclusive; uPA generation: 5%; B2AR arrestin: -0.4%; TSG101-PTAP inh: -1%; Eya2 inh: -6%; USP2a block: -2%; TCR act: -14%[46.1 µM]

What do the screens show for `CNc1c(N)n(Cc2ccccc2)c(=O)[nH]c1=O`?
Mito fusion yeast: -1%; TSHR antag: 28; Tb PFK block: -9%; Chronic BCR inh: inconclusive; ELG1 DNA repair: inconclusive; uPA generation: -3%; B2AR arrestin: -0.1%; TSG101-PTAP inh: -22%; Eya2 inh: -2%; USP2a block: 16%; TCR act: 2%

What do the screens show for `Nc1cc(N)nc(SCC(=O)NNC(=O)Cc2ccccc2)n1`?
Mito fusion yeast: 17%; TSHR antag: -4; Tb PFK block: -9%; Chronic BCR inh: 4%; ELG1 DNA repair: -9%; uPA generation: 5%; B2AR arrestin: -0.1%; TSG101-PTAP inh: -4%; Eya2 inh: 6%; USP2a block: 7%; TCR act: -12%

How did COc1cccc(CC(=O)OCC(=O)Nc2nnc(-c3ccccc3)o2)c1 do in these assays?
Mito fusion yeast: -9%; TSHR antag: 15; Tb PFK block: 9%; Chronic BCR inh: -6%; ELG1 DNA repair: 5%; uPA generation: 3%; B2AR arrestin: -0.2%; TSG101-PTAP inh: -1%; Eya2 inh: 9%; USP2a block: -1%; TCR act: -1%

Results for O=C(NC1CCCc2ccccc21)c1ccc(Cl)nc1 (stereo unspecified) ?
Mito fusion yeast: 0%; TSHR antag: 9; Tb PFK block: 6%; Chronic BCR inh: 9%; ELG1 DNA repair: -15%; uPA generation: 3%; B2AR arrestin: -0.1%; TSG101-PTAP inh: -1%; Eya2 inh: -28%; USP2a block: 0%; TCR act: 14%

What do the screens show for `CCOc1ccc(/C=N/NC(=O)Nc2ccccc2)cc1`?
Mito fusion yeast: 14%; TSHR antag: 10; Tb PFK block: -4%; Chronic BCR inh: inconclusive; ELG1 DNA repair: inconclusive; uPA generation: -8%; B2AR arrestin: -0.3%; TSG101-PTAP inh: -1%; Eya2 inh: 1%; USP2a block: 2%; TCR act: -2%

Results for OCCC#Cc1ccc(CN2CCN(Cc3ccccc3)C(CCO)C2)cc1 (stereo unspecified) ?
Mito fusion yeast: -1%; TSHR antag: 7; Tb PFK block: 1%; Chronic BCR inh: 2%; ELG1 DNA repair: -5%; uPA generation: 3%; B2AR arrestin: -0.2%; TSG101-PTAP inh: -5%; Eya2 inh: 7%; USP2a block: 4%; TCR act: 2%

From PubChem
